LAP4-GFP MLPCN: alters LAP4-GFP fluorescence in TOR pathway yeast screen | S. cerevisiae LAP4-GFP multiplex, flow cytometry GFP, 3 h; median GFP as percent of DMSO wells | GFP response vs DMSO, % at 10 µM | hit rate 0.34% among 320,000 | AID 2023;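 active means GFP response vs DMSO above a set limit, about the screen mean plus 3 SD, cut at about 150% in these data; inconclusive means under 70 cell events counted for the yeast strain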
AGP1 TOR yeast: yeast TOR pathway AGP1-GFP modulation | S. cerevisiae AGP1-GFP multiplex flow cytometry, 3 h; GFP as percent of DMSO wells | GFP response vs DMSO, % at 10 µM | hit rate 0.02% among 320,000 | AID 2066;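 active means GFP response relative to DMSO above a set limit, near screen average plus 3 SD, cut at about 150% in these data; inconclusive means fewer than 70 cells counted for the yeast strain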;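 further: median GFP channel fluorescence of the gated AGP1 strain per well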
CIT2-GFP yeast: alters CIT2-GFP fluorescence in TOR pathway yeast screen | S. cerevisiae CIT2-GFP strain, flow cytometry, 3 h; 100 means same as DMSO wells | GFP response vs DMSO, % at 10 µM | hit rate 0.065% among 320,000;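 active means GFP response relative to DMSO above a set limit, near the screen mean plus 3 SD, cut at about 150% in these data; inconclusive means Fewer than 70 cells measured for a yeast strain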;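 further: ratio of well median GFP fluorescence to mean of DMSO wells on the plate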
VLA-4 inh: inhibition in a human VLA-4 binding assay; P13612; VLA-4 expressing cells, ligand binding flow cytometry; hit rate 0.2% among 330,000; inhibition, % (about 7 µM as worked out from the volumes in the protocol); in the data active means inhibition above about 50%
CR mimetic SO: yeast age-related superoxide inhibition as caloric restriction mimetic; S. cerevisiae aged cells, superoxide DHE fluorescence; stronger effect = lower value; superoxide response (% of plate mean), % at 10 µM; hit rate 0.18% among 330,000; AID 2690;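 active means superoxide response under a set limit, about three screen SD below normal, cut at about 65% in these data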;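 further: yeast aged for seven days with compound at 30 °C before DHE staining; 100% = average MFI of all compound-treated wells on the plate with controls excluded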
GRK2 inh: inhibitors of human GRK2 displacing RNA aptamer. inhibition of aptamer binding, % at 10 µM. P25098. bead flow cytometry, FAM-aptamer displacement from GRK2. hit rate 0.59% among 330,000;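 active means inhibition of aptamer binding above 40%, roughly 3 SD of noise, on plates passing a quality check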;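 further: median bead fluorescence of bound FAM aptamer so fluorescent compounds give negative values; no value below 0 was filed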
Target sequence (P25098 whole entry, looked up): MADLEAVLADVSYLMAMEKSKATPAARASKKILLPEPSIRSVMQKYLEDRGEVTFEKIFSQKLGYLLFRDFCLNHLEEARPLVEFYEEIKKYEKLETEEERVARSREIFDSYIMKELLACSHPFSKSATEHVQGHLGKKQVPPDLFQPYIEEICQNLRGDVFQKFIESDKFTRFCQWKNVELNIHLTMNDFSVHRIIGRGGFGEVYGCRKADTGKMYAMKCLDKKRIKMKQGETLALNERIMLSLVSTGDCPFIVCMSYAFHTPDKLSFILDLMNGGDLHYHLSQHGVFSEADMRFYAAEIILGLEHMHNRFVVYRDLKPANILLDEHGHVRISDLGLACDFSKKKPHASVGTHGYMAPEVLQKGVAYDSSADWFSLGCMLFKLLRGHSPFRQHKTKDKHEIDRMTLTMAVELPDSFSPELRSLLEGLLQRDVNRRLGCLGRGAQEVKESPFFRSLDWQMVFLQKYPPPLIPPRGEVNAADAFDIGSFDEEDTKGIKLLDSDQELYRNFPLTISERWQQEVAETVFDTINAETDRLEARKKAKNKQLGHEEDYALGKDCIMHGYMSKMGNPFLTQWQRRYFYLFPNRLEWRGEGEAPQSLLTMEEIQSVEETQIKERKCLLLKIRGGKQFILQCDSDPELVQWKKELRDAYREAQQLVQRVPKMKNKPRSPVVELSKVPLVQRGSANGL
RPL19A-GFP yeast: modulators of TOR pathway RPL19A-GFP in S. cerevisiae | S. cerevisiae RPL19A-GFP strain, flow cytometry, 3 h; stronger effect = lower value | percent response vs DMSO, % at 10 µM | hit rate 0.3% among 330,000;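 active means percent response vs DMSO below 50%; inconclusive means fewer than 70 events counted for the yeast strain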;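 further: median channel GFP fluorescence of the barcoded RPL19A-GFP strain; ratio of sample median GFP to plate DMSO average so 100% = DMSO; lower means less RPL19A-GFP as with rapamycin TOR inhibition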
MEP2-GFP yeast: yeast TOR pathway MEP2-GFP modulation; AID 2016; hit rate 0.51% among 330,000; GFP response vs DMSO, % at 10 µM; S. cerevisiae MEP2-GFP strain, flow cytometry GFP, 3 h; 100% = DMSO control level;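 active means GFP response versus DMSO above a set limit, roughly screen mean plus 3 SD, cut at about 180% in these data; inconclusive means fewer than 70 cells counted for a yeast strain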;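 further: median GFP fluorescence of the barcode-gated MEP2-GFP cells per well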
Numbers without * were called inactive; ? = inconclusive; nt = not tested or not shown; [ ] = dose if it differs, or a comment. The order is random; 1.7% or so of the library scored in one or more.

#1 O=C1N=c2ccccc2=C1c1sc(Nc2cccc(O)c2)nc1O
#2 COc1ccc(NS(=O)(=O)c2cccc(C(=O)NNC(=O)c3ccc(Br)o3)c2)cc1
#3 CC(C)COc1cccc(C(=O)Nc2ccc(S(=O)(=O)N3CCOCC3)cc2)c1
#4 CC1CCCC(NC(=O)CCCn2c(=S)[nH]c3ccccc3c2=O)C1C (stereo not drawn)
#5 O=C(NN=Cc1ccccc1Cl)c1ccc(-n2cnnn2)cc1
#6 CCOC(=O)C1CCN(C(=O)CN2C(=O)CSc3ccc(S(=O)(=O)N4CCOCC4)cc32)CC1
#7 Cc1ccc(NC(=O)CNC(=O)N2CC(=O)Nc3ccccc32)cc1F
#8 COc1ccccc1NC(=O)c1cc2n(n1)C(C(F)(F)F)CC(c1ccc3c(c1)OCO3)N2 (stereo not drawn)
entry no.	1	2	3	4	5	6	7	8
LAP4-GFP MLPCN	94	112	102	106	94	106	95	95
AGP1 TOR yeast	102	112	96	115	95	110	98	96
CIT2-GFP yeast	105	107	99	118	98	106	97	97
VLA-4 inh	-2	2	2	7	18	0	8	7
CR mimetic SO	100	103	95	110	87	77	95	94
GRK2 inh	0	0	0	0	1	4	3	2
RPL19A-GFP yeast	103	104	102	103	101	99	95	100
MEP2-GFP yeast	103	105	102	107	97	107	96	104

#9 Cc1ccc(N2C(=O)c3ccc(N)cc3C2=O)cc1
#10 Cn1cc(C(C[N+](=O)[O-])c2ccccc2)c2ccccc21 (stereo not drawn)
#11 CN(C)S(=O)(=O)c1cccc(C(=O)Nc2ccccc2[N+](=O)[O-])c1
#12 Cc1ccc(F)cc1NC(=O)c1cccc2nccnc12
#13 Cc1ccc(OCC(=O)NC(=S)Nc2ccc(Br)c(C)n2)cc1
#14 CCOC(=O)N1CCN(C(=O)COC(=O)c2oc3ccc(OC)cc3c2C)CC1
#15 COc1ccc(N(CC(=O)NCc2cccnc2)S(=O)(=O)c2ccc(C)c([N+](=O)[O-])c2)cc1
#16 Cc1noc(/C=C/c2cccnc2)c1[N+](=O)[O-]
entry no.	9	10	11	12	13	14	15	16
LAP4-GFP MLPCN	97	102	99	107	93	108	100	161*
AGP1 TOR yeast	97	106	93	101	106	97	91	84
CIT2-GFP yeast	99	108	89	108	102	97	90	90
VLA-4 inh	-1	27	16	5	-1	-1	5	42
CR mimetic SO	118	87	111	108	124	119	115	117
GRK2 inh	0	0	4	0	2	3	0	3
RPL19A-GFP yeast	98	110	96	110	99	97	88	87
MEP2-GFP yeast	113	107	96	108	100	99	98	92

#17 Nc1nc(Cl)cc(N2CCCC2)n1
#18 CC(C)NC(=O)Cn1cnc2c(cnn2-c2ccc(F)cc2)c1=O
#19 Cc1cccc(NC(=O)C2CCN(S(=O)(=O)c3ccc4ccccc4c3)CC2)n1
#20 Cc1cc(C)cc(OC(=O)COc2ccccc2C)c1
#21 O=C(c1cc(-c2cccs2)on1)N1CCc2ccccc2C1
#22 c1ccc(OCCCCN2CCCCC2)cc1
#23 COc1cccc(CNc2nn[nH]n2)c1OC
#24 CCOC(=O)N1CCN(C(=O)c2ccc3nc4cc(Cl)ccc4c(=O)n3c2)CC1
entry no.	17	18	19	20	21	22	23	24
LAP4-GFP MLPCN	95	94	118	111	100	95	99	105
AGP1 TOR yeast	96	101	103	101	93	101	99	97
CIT2-GFP yeast	92	105	90	99	91	103	100	97
VLA-4 inh	6	27	3	0	-7	3	3	2
CR mimetic SO	108	95	107	93	105	96	85	131
GRK2 inh	0	0	4	1	1	1	4	0
RPL19A-GFP yeast	93	105	97	100	91	102	99	97
MEP2-GFP yeast	93	108	100	102	91	101	95	101

Reprinted at random: five entries already listed, in no set order.
#18 CC(C)NC(=O)Cn1cnc2c(cnn2-c2ccc(F)cc2)c1=O
#21 O=C(c1cc(-c2cccs2)on1)N1CCc2ccccc2C1
#19 Cc1cccc(NC(=O)C2CCN(S(=O)(=O)c3ccc4ccccc4c3)CC2)n1
#22 c1ccc(OCCCCN2CCCCC2)cc1
#20 Cc1cc(C)cc(OC(=O)COc2ccccc2C)c1
entry no.	18	21	19	22	20
LAP4-GFP MLPCN	94	100	118	95	111
AGP1 TOR yeast	101	93	103	101	101
CIT2-GFP yeast	105	91	90	103	99
VLA-4 inh	27	-7	3	3	0
CR mimetic SO	95	105	107	96	93
GRK2 inh	0	1	4	1	1
RPL19A-GFP yeast	105	91	97	102	100
MEP2-GFP yeast	108	91	100	101	102

Following part
#25 COc1ccc(C2=NNC(c3ccco3)=Nc3ccc(F)cc32)cc1
#26 Cc1sc2ncn(CC(=O)NCCCOC(C)C)c(=O)c2c1S(=O)(=O)N1CCN(c2ncccn2)CC1
#27 O=C(CCC(=O)c1ccc(Cl)cc1)NCc1ccccc1
#28 COc1ccc(/C=C2\CCc3ccccc3C2=O)cc1Cn1nc(C)cc1C
#29 CCS(=O)(=O)N1CCC(C(=O)NCCc2ccccc2)CC1
#30 Cc1ccccc1NC(=O)c1cccc2nc3ccccc3nc12
#31 COc1cc(OC)c(OC)cc1CNC(=O)c1ccc(S(=O)(=O)N2CCCCC2)cc1
#32 COC(=O)c1cc(Cl)c(NC(=O)/C=C/c2ccc(OC)c(OC)c2)cc1OC
entry no.	25	26	27	28	29	30	31	32
LAP4-GFP MLPCN	103	98	94	106	95	101	108	104
AGP1 TOR yeast	81	105	97	98	102	100	109	101
CIT2-GFP yeast	74	100	96	90	92	85	108	107
VLA-4 inh	-5	20	4	44	20	12	6	-8
CR mimetic SO	103	98	95	110	104	100	84	83
GRK2 inh	4	16	0	1	0	0	0	0
RPL19A-GFP yeast	92	98	96	94	95	99	105	103
MEP2-GFP yeast	87	97	101	97	98	103	100	106

#33 Cc1ccc(NNC(=O)C(=O)N2CCCCC2)cc1
#34 CC1=C(C(=O)OCC(C)C)C(c2ccc(F)cc2)NC(=O)N1 (stereo not drawn)
#35 COc1ccc(S(=O)(=O)N2CC(=O)Nc3ccccc32)cc1Cl
#36 CC(=O)c1ccc(C(=O)N(C)C2CCCN(Cc3ccccc3F)C2)s1 (stereo not drawn)
#37 NS(=O)(=O)c1ccc2nc(NC(=O)c3ccncc3)sc2c1
#38 O=C(CSc1nnnn1C1CCCC1)Nc1cccc(NC(=O)c2ccco2)c1
#39 CCc1c(O)nc(SCC(=O)NC(C)(C)C)n(-c2ccccc2)c1=O
#40 COc1ccc(OC)c(S(=O)(=O)N2CCCC(C(=O)N3CCCC3)C2)c1 (stereo not drawn)
entry no.	33	34	35	36	37	38	39	40
LAP4-GFP MLPCN	104	102	93	95	99	111	85	85
AGP1 TOR yeast	116	103	100	100	96	108	98	100
CIT2-GFP yeast	89	103	99	99	101	107	nt	105
VLA-4 inh	15	10	-15	4	-4	-72	15	-7
CR mimetic SO	89	97	91	92	120	112	90	111
GRK2 inh	1	1	0	1	10	0	0	0
RPL19A-GFP yeast	97	103	100	100	107	108	101	115
MEP2-GFP yeast	100	102	108	96	106	110	96	103

#41 O=C(Oc1ccccc1N1C(=O)C2CCCCC2C1=O)c1ccc(Cl)cc1 (stereo not drawn)
#42 Cc1cc(C(=O)N2CCC(CO)(Cc3cccc(C(F)(F)F)c3)CC2)n[nH]1
#43 O=S1(=O)[C@H]2C[C@@H]3CC[C@]2(CN1Cc1cccc(F)c1)O3
#44 CC1=C(C(=O)OCc2ccc3c(c2)OCO3)C(c2ccc(O)c([N+](=O)[O-])c2)NC(=O)N1 (stereo not drawn)
#45 Cc1ccc(-n2ncc3c(=O)n(CC(=O)N4CCCCCC4)cnc32)cc1
#46 CCN(c1ccc(OC)cc1)S(=O)(=O)c1ccc2c(c1)NC(=O)CS2
#47 CC(C)(C)c1nnc(NC(=O)C2CCN(c3ncccn3)CC2)s1
#48 O=C(Nc1cc(Cl)cc(Cl)c1)c1cccnc1
entry no.	41	42	43	44	45	46	47	48
LAP4-GFP MLPCN	81	92	108	101	84[may fluoresce red and violet]	89	86	92
AGP1 TOR yeast	98	98	92	98	nt	92	79	93
CIT2-GFP yeast	112	98	108	102	?	96	88	99
VLA-4 inh	12	8	39	-1	11	9	0	8
CR mimetic SO	100	94	105	84	102	117	74	103
GRK2 inh	0	0	0	1	4	0	0	0
RPL19A-GFP yeast	101	95	102	96	?	94	87	103
MEP2-GFP yeast	104	110	90	105	?	87	80	108

#49 Cn1c(C(C(=O)NCC2CCCO2)N(CCc2ccccc2)C(=O)Cn2nnc3ccccc32)nc2ccccc21 (stereo not drawn)
#50 Cc1csc(NC(=O)Cc2c(F)cccc2Cl)n1
#51 COC(=O)[C@@]1(Cc2ccccc2)C=C[C@@H](C)N1C(C)=O
#52 COc1ccc(C(=O)N2c3ccccc3CC2C)cc1OC (stereo not drawn)
#53 O=C(CN(C(=O)Cn1nnc(-c2cccs2)n1)c1ccc2c(c1)OCCO2)NCc1ccccc1
#54 CCCCn1c(N)c(N(CCOC)C(=O)c2ccc3c(c2)OCCO3)c(=O)[nH]c1=O
#55 COC(=O)C1=C(C)N(Cc2cccnc2)C(=O)/C1=C\c1cccs1
#56 N#C/C=C/N1CCC(Cc2ccccc2)CC1
#57 Cc1cc(C(=O)COc2ccc(F)cc2Br)c(C)n1C
#58 O=C(Nc1ccccc1N1CCCC1)c1cccc(-c2cc3ccccc3oc2=O)c1
entry no.	49	50	51	52	53	54	55	56	57	58
LAP4-GFP MLPCN	86	98	91	103	101	106	91	90	108	105
AGP1 TOR yeast	91	104	100	113	96	102	100	83	90	96
CIT2-GFP yeast	98	107	96	102	104	98	102	99	103	92
VLA-4 inh	3	2	16	5	2	-1	-3	-12	13	10
CR mimetic SO	103	94	91	94	89	98	115	102	98	110
GRK2 inh	3	0	1	0	1	1	0	3	0	3
RPL19A-GFP yeast	99	106	94	107	96	94	101	98	108	104
MEP2-GFP yeast	97	107	98	99	96	96	98	88	104	106
